Screens (PubChem BioAssay)
OXTR ag: human OXTR agonists, primary screen, fluorescence, CHO-OTR cells, Fluo-8 calcium; Oxytocin receptor (Homo sapiens), P30559; Fluo-8 calcium fluorescence; normalized: DMSO 0%, oxytocin 100%; activation, % at 3 µM; hit rate 0.32% among 320,000;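 active = activation above the mean of all tested compounds plus 3 SD, cutoff set per screening run, cut at about 20% in these data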;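 also: peak over basal fluorescence ratio from a 100 s FLIPR kinetic read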
PHOSPHO1 inh: PubChem AID 1565; inhibition, % at 13.3 µM; Phosphoethanolamine/phosphocholine phosphatase (Homo sapiens), Q8TCT1; hit rate 1.1% among 290,000; recombinant PHOSPHO1, absorbance phosphatase assay; in the data active = inhibition above about 60%
Target sequence (Q8TCT1 whole entry, looked up): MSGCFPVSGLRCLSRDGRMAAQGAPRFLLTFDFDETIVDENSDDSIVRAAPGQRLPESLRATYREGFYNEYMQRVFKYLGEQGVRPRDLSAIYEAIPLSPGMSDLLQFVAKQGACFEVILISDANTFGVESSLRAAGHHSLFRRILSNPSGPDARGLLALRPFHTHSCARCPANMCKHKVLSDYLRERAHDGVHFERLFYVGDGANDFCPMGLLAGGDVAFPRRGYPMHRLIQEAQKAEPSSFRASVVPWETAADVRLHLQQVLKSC
MEKK2mut PB1 HTS: MEK5 binding signal on mutant MEKK2 PB1, primary screen, biochemical, multiplex bead flow cytometry, Alexa488-MEK5; Alexa488-MEK5 binding to MEKK2 mutant; percent response, % at 10 µM; hit rate 0.35% among 290,000; in the data active = percent response above about 24%, passing the limit was not always enough; also: inactives centre near 1; some results filed as inactive read as strong as hits; reference of the scale not given here
MEKK2wt PB1 HTS: modulators of MEK5 binding to wildtype MEKK2, primary screen, biochemical, multiplex bead flow cytometry, Alexa488-MEK5. Mitogen-activated protein kinase kinase kinase 2 (Homo sapiens), Q9Y2U5. Alexa488-MEK5 binding to MEKK2 WT; actives lie on both sides. binding response (% of control), % at 10 µM. hit rate 1.1% among 290,000; in the data active = binding response below about 67% or above about 130%
PfM18AAP inh: PfM18AAP inhibitors, malaria aminopeptidase, primary screen, biochemical, QFRET, recombinant enzyme; M18 aspartyl aminopeptidase (Plasmodium falciparum 3D7); H-Glu-NHMec fluorogenic cleavage; inhibition, % at 7.35 µM; hit rate 1.2% among 290,000; AID 1822, 2009;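 active = inhibition above the campaign mean inhibition over all tested compounds plus 3 SD, cut at about 28% in these data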;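 also: 0% = plate median of test compound wells and 100% = 2 mM ZnCl2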
DNA FID counter: compounds displacing fluorescent DNA intercalator, primary screen, artefact control for HCV NS3 helicase inhibitor project, biochemical, FID fluorescence. DNA fluorescent intercalator displacement. hit rate 0.17% among 290,000. inhibition, % at 7.9 µM. AID 1845, 2009; in the data active = inhibition above about 37%;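 also: 0% = vehicle and 100% = reference compound; higher means more ethidium bromide displaced from hairpin DNA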
GPR7 antag: GPR7 receptor antagonists, primary screen, cell-based, fluorescence, single concentration. Neuropeptides B/W receptor type 1 (Homo sapiens), P48145. GPR7-expressing cells, fluorescence antagonist assay. inhibition, % at 4.4 µM. hit rate 1.1% among 290,000. AID 1861, 2009; in the data active = inhibition above about 16%, passing the limit was not always enough;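 also: cells stimulated with the agonist NPW; 0% = agonist with vehicle and 100% = vehicle without agonist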
MEKK3 PB1 HTS: modulators of MEKK3-MEK5 PB1 binding, primary screen, biochemical, wildtype MEKK3, multiplex bead flow cytometry, Alexa488-MEK5. bead-based flow cytometry, Alexa488-MEK5 binding to MEKK3; actives lie on both sides; 0 = blocked by unlabeled MEK5, 100 = vehicle. binding response (% of control), % at 10 µM. hit rate 1.4% among 290,000. AID 1529, 2009;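 active = binding response more than 3 SD above or below the average of its plate-row segment, actives on both sides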;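 also: Alexa488 bead fluorescence after subtracting the streptavidin-only scavenger bead signal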
Target sequence (Q99759 whole entry, looked up): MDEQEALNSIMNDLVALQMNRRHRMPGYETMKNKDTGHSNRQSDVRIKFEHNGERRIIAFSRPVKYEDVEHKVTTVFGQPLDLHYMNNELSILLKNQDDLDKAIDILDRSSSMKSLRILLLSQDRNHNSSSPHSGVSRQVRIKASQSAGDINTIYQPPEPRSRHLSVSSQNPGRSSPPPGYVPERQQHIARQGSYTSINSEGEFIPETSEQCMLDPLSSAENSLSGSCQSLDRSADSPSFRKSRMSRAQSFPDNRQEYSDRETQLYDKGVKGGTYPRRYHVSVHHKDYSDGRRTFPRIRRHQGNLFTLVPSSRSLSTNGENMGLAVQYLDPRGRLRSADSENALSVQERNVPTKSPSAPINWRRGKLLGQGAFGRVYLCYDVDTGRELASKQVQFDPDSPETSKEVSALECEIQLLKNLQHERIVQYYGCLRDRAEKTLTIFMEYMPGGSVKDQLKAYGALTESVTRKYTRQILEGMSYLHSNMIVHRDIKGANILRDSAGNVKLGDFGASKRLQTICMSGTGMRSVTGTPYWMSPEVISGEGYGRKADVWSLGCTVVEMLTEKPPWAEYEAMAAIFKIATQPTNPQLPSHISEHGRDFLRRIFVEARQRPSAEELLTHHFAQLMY
NALP1 yeast inh: NALP1 inflammasome inhibitors in reconstituted yeast, colorimetric, S. cerevisiae, triplicate retest | S. cerevisiae NALP1/ASC/caspase-1 growth, X-gal OD620, 72 h | inhibition, % at 10 µM | hit rate 0.61% among 280,000 | AID 2071, 2009; in the data active = inhibition mostly above about 24%, no sharp cut-off; inactive = mostly below about 32%; also: some compounds called inactive have numbers as strong as hits
* hit, by the source's call. An unsorted share of the library; overall some 6.2% were active at least once.

What do the screens show for `CN(C)c1oc(-c2ccc(Cl)cc2)nc1S(=O)(=O)c1ccccc1`?
OXTR ag: -2.2; PHOSPHO1 inh: 7.4; MEKK2mut PB1 HTS: 0.0; MEKK2wt PB1 HTS: 108.0; PfM18AAP inh: -0.3; DNA FID counter: -1.9; GPR7 antag: -9.3; MEKK3 PB1 HTS: 105.0; NALP1 yeast inh: 24.0

Results for O=C(CSc1nnc(CCCN2C(=O)c3cccc4cccc(c34)C2=O)n1-c1ccccc1)NCCCN1CCOCC1 ?
OXTR ag: -1.0; PHOSPHO1 inh: -26.6; MEKK2mut PB1 HTS: -3.0; MEKK2wt PB1 HTS: 91.0; PfM18AAP inh: 2.9; DNA FID counter: 9.6; GPR7 antag: -20.0; MEKK3 PB1 HTS: 89.0; NALP1 yeast inh: 18.2

What do the screens show for `Cc1nn2c(=O)cc(CSc3nc4ccccc4[nH]3)nc2s1`?
OXTR ag: -0.4; PHOSPHO1 inh: 19.3; MEKK2mut PB1 HTS: 7.0; MEKK2wt PB1 HTS: 100.0; PfM18AAP inh: 2.6; DNA FID counter: 2.2; GPR7 antag: -15.5; MEKK3 PB1 HTS: 103.0; NALP1 yeast inh: -15.3

How did COCCSc1nnc(NC(=O)c2ccc([N+](=O)[O-])cc2)s1 do in these assays?
OXTR ag: 0.5; PHOSPHO1 inh: -15.2; MEKK2mut PB1 HTS: -11.0; MEKK2wt PB1 HTS: 96.0; PfM18AAP inh: 3.7; DNA FID counter: 3.6; GPR7 antag: -6.9; MEKK3 PB1 HTS: 101.0; NALP1 yeast inh: 16.6

What do the screens show for `Cc1c(C)c(C)c(CN2CCSCC2)c(C)c1C`?
OXTR ag: -0.5; PHOSPHO1 inh: 29.0; MEKK2mut PB1 HTS: 5.0; MEKK2wt PB1 HTS: 105.0; PfM18AAP inh: -6.3; DNA FID counter: -3.1; GPR7 antag: -6.6; MEKK3 PB1 HTS: 104.0; NALP1 yeast inh: 35.6

Results for CCOc1cc(C(=O)Nc2ccc(S(=O)(=O)NC3=NCCCCC3)cc2)cc(OCC)c1OCC ?
OXTR ag: -1.3; PHOSPHO1 inh: 8.2; MEKK2mut PB1 HTS: -5.0; MEKK2wt PB1 HTS: 98.0; PfM18AAP inh: 6.9; DNA FID counter: -5.2; GPR7 antag: -5.2; MEKK3 PB1 HTS: 104.0; NALP1 yeast inh: -3.3

What do the screens show for `COc1ccc(NC(=O)c2nn(C)c(=O)c3ccccc23)cc1S(=O)(=O)Nc1ccccc1Cl`?
OXTR ag: -0.8; PHOSPHO1 inh: 24.4; MEKK2mut PB1 HTS: -14.0; MEKK2wt PB1 HTS: 88.0; PfM18AAP inh: -10.9; DNA FID counter: -10.7; GPR7 antag: -11.5; MEKK3 PB1 HTS: 95.0; NALP1 yeast inh: 4.1

Results for CC(C)(C)n1cnc2cc(NCc3ccccc3O)ccc21 ?
OXTR ag: 3.7; PHOSPHO1 inh: 37.3; MEKK2mut PB1 HTS: 5.0; MEKK2wt PB1 HTS: 106.0; PfM18AAP inh: 1.1; DNA FID counter: -6.7; GPR7 antag: 10.9; MEKK3 PB1 HTS: 100.0; NALP1 yeast inh: 10.7

How did CCCCC(=O)N/N=C(/C)C1=C(C)C(C)(C)OC1=O do in these assays?
OXTR ag: 0.4; PHOSPHO1 inh: 16.2; MEKK2mut PB1 HTS: -14.0; MEKK2wt PB1 HTS: 84.0; PfM18AAP inh: -14.2; DNA FID counter: -6.0; GPR7 antag: -11.7; MEKK3 PB1 HTS: 96.0; NALP1 yeast inh: 14.5

Results for COC(=O)c1cc(S(=O)(=O)n2nc(C)cc2C)c(Cl)cc1Cl ?
OXTR ag: 0.4; PHOSPHO1 inh: 10.5; MEKK2mut PB1 HTS: 2.0; MEKK2wt PB1 HTS: 108.0; MEKK3 PB1 HTS: 107.0; NALP1 yeast inh: 12.5

Results for O=C(Nc1ccc(S(=O)(=O)Nc2nccs2)cc1)c1ccc(F)cc1 ?
OXTR ag: -0.1; PHOSPHO1 inh: 15.1; MEKK2mut PB1 HTS: 1.0; MEKK2wt PB1 HTS: 102.0; PfM18AAP inh: -2.5; DNA FID counter: -6.4; GPR7 antag: -6.9; MEKK3 PB1 HTS: 103.0; NALP1 yeast inh: 1.0

What do the screens show for `OCCN1CCN(c2ncnc3c2sc2nc(N4CCOCC4)c4c(c23)CCC4)CC1`?
OXTR ag: 0.5; PHOSPHO1 inh: 10.7; MEKK2mut PB1 HTS: 9.0; MEKK2wt PB1 HTS: 109.0; PfM18AAP inh: -6.0; DNA FID counter: -1.0; GPR7 antag: -1.2; MEKK3 PB1 HTS: 108.0; NALP1 yeast inh: 3.9

What do the screens show for `Cc1ccccc1-c1nnn(CC(=O)Nc2ccc3c(c2)OCCO3)n1`?
OXTR ag: 1.4; PHOSPHO1 inh: -7.7; MEKK2mut PB1 HTS: -10.0; MEKK2wt PB1 HTS: 100.0; PfM18AAP inh: 0.0; DNA FID counter: -13.5; GPR7 antag: 2.2; MEKK3 PB1 HTS: 113.0; NALP1 yeast inh: 9.0

What do the screens show for `CC1(c2ccc(Cl)cc2)NC(=S)N2C1NC(=S)N2c1ccccc1` (configuration not stated)?
OXTR ag: 4.1; PHOSPHO1 inh: 19.9; MEKK2mut PB1 HTS: -11.0; MEKK2wt PB1 HTS: 51.0; PfM18AAP inh: -0.4; DNA FID counter: 0.4; GPR7 antag: -12.1; MEKK3 PB1 HTS: 57.0

Results for COc1ccc(S(=O)(=O)NCCCn2ccnc2)cc1Cl ?
OXTR ag: 0.4; MEKK2mut PB1 HTS: 10.0; MEKK2wt PB1 HTS: 109.0; PfM18AAP inh: -0.5; DNA FID counter: 6.5; GPR7 antag: -14.3; MEKK3 PB1 HTS: 105.0; NALP1 yeast inh: -8.2

Results for Nc1cc(N)nc(SCc2ccc(Cl)cc2)n1 ?
OXTR ag: 2.1; PHOSPHO1 inh: -15.7; MEKK2mut PB1 HTS: 1.0; MEKK2wt PB1 HTS: 105.0; PfM18AAP inh: -2.6; DNA FID counter: 1.2; GPR7 antag: -11.1; MEKK3 PB1 HTS: 104.0; NALP1 yeast inh: 6.1

How did Cc1ccc2c(c1)C1CN(C)CCC1N2C(=O)c1ccccc1NS(=O)(=O)c1ccc(F)cc1C (configuration not stated) do in these assays?
OXTR ag: 1.8; PHOSPHO1 inh: -9.3; MEKK2mut PB1 HTS: -2.0; MEKK2wt PB1 HTS: 98.0; PfM18AAP inh: 1.4; DNA FID counter: 9.6; GPR7 antag: -2.2; MEKK3 PB1 HTS: 94.0; NALP1 yeast inh: 29.2

What do the screens show for `COC(=O)CCC(=O)OC1(C)C(=O)C2=CN(CCc3ccccn3)C(c3ccc(OC)cc3)=CC2=C(Br)C1=O` (configuration not stated)?
OXTR ag: -0.3; MEKK2mut PB1 HTS: 1.0; MEKK2wt PB1 HTS: 95.0; MEKK3 PB1 HTS: 93.0

What do the screens show for `COc1ccc(CCNC(=O)c2cc(S(=O)(=O)N(C)C)ccc2N2CCCC2)cc1OC`?
OXTR ag: -0.6; PHOSPHO1 inh: 27.6; MEKK2mut PB1 HTS: 1.0; MEKK2wt PB1 HTS: 107.0; PfM18AAP inh: -2.4; DNA FID counter: -24.9; GPR7 antag: -9.5; MEKK3 PB1 HTS: 99.0; NALP1 yeast inh: 6.7

How did COc1ccccc1N1CCN(CC(=O)N2CCCC2)CC1 do in these assays?
OXTR ag: 0.8; PHOSPHO1 inh: 49.9; MEKK2mut PB1 HTS: -1.0; MEKK2wt PB1 HTS: 94.0; PfM18AAP inh: 2.4; DNA FID counter: 5.2; GPR7 antag: -4.4; MEKK3 PB1 HTS: 97.0; NALP1 yeast inh: 8.9

What do the screens show for `O=C1CC2CS(=O)(=O)CC2N1C1CCCCC1` (configuration not stated)?
OXTR ag: 1.4; PHOSPHO1 inh: -6.6; MEKK2mut PB1 HTS: -5.0; MEKK2wt PB1 HTS: 95.0; PfM18AAP inh: -1.8; DNA FID counter: 2.6; GPR7 antag: -11.5; MEKK3 PB1 HTS: 94.0; NALP1 yeast inh: -23.2

What do the screens show for `Cc1nc(N2CCCCC2)nc(N2CCCCC2)c1C=O`?
OXTR ag: -1.6; PHOSPHO1 inh: 44.5; MEKK2mut PB1 HTS: 9.0; MEKK2wt PB1 HTS: 75.0; PfM18AAP inh: 5.1; DNA FID counter: -7.3; GPR7 antag: -16.8; MEKK3 PB1 HTS: 98.0; NALP1 yeast inh: 0.5

How did O=S(=O)(NCC(c1cccnc1)N1CCOCC1)c1cccs1 (configuration not stated) do in these assays?
OXTR ag: -0.3; PHOSPHO1 inh: 6.7; MEKK2mut PB1 HTS: -4.0; MEKK2wt PB1 HTS: 95.0; PfM18AAP inh: 5.7; DNA FID counter: -1.5; GPR7 antag: -10.3; MEKK3 PB1 HTS: 96.0; NALP1 yeast inh: -17.0

What do the screens show for `COc1ccc(CN(Cc2ccc(C(=O)O)cc2)C(=S)Nc2ccc(C)cc2)cc1OC`?
OXTR ag: -0.3; PHOSPHO1 inh: 5.4; MEKK2mut PB1 HTS: -7.0; MEKK2wt PB1 HTS: 91.0; PfM18AAP inh: -10.5; DNA FID counter: -27.8; GPR7 antag: -4.8; MEKK3 PB1 HTS: 101.0; NALP1 yeast inh: 20.0

What do the screens show for `Cc1ccc(NC(=O)CSc2nnc(-c3ccccc3Br)o2)cc1C`?
OXTR ag: -0.4; PHOSPHO1 inh: 16.8; MEKK2mut PB1 HTS: 15.0; MEKK2wt PB1 HTS: 103.0; PfM18AAP inh: 4.6; DNA FID counter: -18.3; GPR7 antag: -8.1; MEKK3 PB1 HTS: 103.0; NALP1 yeast inh: -6.5

Results for CCSc1ccccc1C(=O)NC1CCCCC1 ?
OXTR ag: -1.1; PHOSPHO1 inh: -4.5; MEKK2mut PB1 HTS: 3.0; MEKK2wt PB1 HTS: 101.0; PfM18AAP inh: -15.7; DNA FID counter: 0.1; GPR7 antag: 3.8; MEKK3 PB1 HTS: 102.0; NALP1 yeast inh: 8.8

Results for CCNC(=O)C(=O)NCC(c1cccs1)S(=O)(=O)c1ccc(C)cc1 (configuration not stated) ?
OXTR ag: 0.5; PHOSPHO1 inh: 27.9; MEKK2mut PB1 HTS: -13.0; MEKK2wt PB1 HTS: 89.0; PfM18AAP inh: -5.3; DNA FID counter: -22.1; GPR7 antag: 1.1; MEKK3 PB1 HTS: 89.0; NALP1 yeast inh: 27.0

How did CC(=O)N(c1nnc(-c2cccc(C)c2)s1)C1CCCC1 do in these assays?
OXTR ag: -2.3; PHOSPHO1 inh: 20.1; MEKK2mut PB1 HTS: 1.0; MEKK2wt PB1 HTS: 98.0; PfM18AAP inh: 4.9; DNA FID counter: -31.0; GPR7 antag: -9.2; MEKK3 PB1 HTS: 100.0; NALP1 yeast inh: 20.5
